mcGAS RapidFire: mouse cGAS inhibition by mass spec | Q8C6L5 | recombinant mouse cGAS, cGAMP by RapidFire MS | inhibition, % at 12.5 µM | hit rate 0.18% among 130,000;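 active = inhibition of cGAS enzyme activity at or above 60%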;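 also: enzyme stimulated by 45 bp dsDNA with ATP and GTP substrates; cGAMP share of summed cGAMP plus half ATP and half GTP signals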
Target sequence (Q8C6L5 whole entry, looked up): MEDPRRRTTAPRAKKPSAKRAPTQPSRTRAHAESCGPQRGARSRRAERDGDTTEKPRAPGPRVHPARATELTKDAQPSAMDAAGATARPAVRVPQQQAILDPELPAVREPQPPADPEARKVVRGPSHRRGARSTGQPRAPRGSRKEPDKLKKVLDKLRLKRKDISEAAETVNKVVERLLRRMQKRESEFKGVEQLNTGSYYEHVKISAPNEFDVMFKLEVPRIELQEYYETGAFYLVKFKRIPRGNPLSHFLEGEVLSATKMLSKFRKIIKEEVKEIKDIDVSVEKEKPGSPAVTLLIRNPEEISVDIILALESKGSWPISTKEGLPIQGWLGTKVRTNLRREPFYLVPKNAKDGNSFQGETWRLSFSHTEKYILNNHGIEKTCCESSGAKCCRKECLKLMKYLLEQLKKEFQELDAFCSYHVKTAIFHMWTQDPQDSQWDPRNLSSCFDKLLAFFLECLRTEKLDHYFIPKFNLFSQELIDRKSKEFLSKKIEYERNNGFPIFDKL
An asterisk follows results filed as active; & = joins results of further samples.

molecule	mcGAS RapidFire
Cc1cccc(Cn2nc(-c3ccccc3C)ccc2=O)c1	-6
Cc1ccc(C(=O)NNC(=O)/C=C\C(=O)O)cc1	-26
O=C(CCC(=O)N(c1ccccc1)c1ccccc1)OCC(=O)c1cccc([N+](=O)[O-])c1	-10
O=C(Nc1cccc(Cl)n1)NC1CCN(C2CC2)CC1	-1
Fc1cccc(CN2CCN(Cc3ccc(-c4cccnc4)cc3)CC2)c1	-10
O=c1c2ccccc2nc2ccc(Cl)nn12	-4
O=C(C1CCCO1)N1CCN(Cn2ncc(Cl)c(Cl)c2=O)CC1 (stereo unspecified)	-7
CCn1c(=O)c2c(nc3n2CCCN3c2ccc(C)cc2C)n(C)c1=O	-3
O=C(NCCCOCc1ccco1)NC1CCSc2ccccc21 (stereo unspecified)	-3
O=C(O)c1[nH]ncc1CN1CCNC(=O)C1c1ccc(F)cc1 (stereo unspecified)	-8
Cc1ccccc1-c1ncc(CN(C)C(C)c2ccon2)s1 (stereo unspecified)	-4
CCNC(=O)NCCn1nc(-c2ccccc2)n(C)c1=O	-13
Cc1occc1-c1nnc(SC(C)C(=O)N(C)C)n1C (stereo unspecified)	0
CC1(c2ccc3c(c2)CCO3)NC(=O)c2ccccc2N1 (stereo unspecified)	-7
O=C(O)c1cc(Br)c(Cl)[nH]1	4
Cc1ccc(CN(C)c2ccc(C(=O)O)cc2)cc1	-5
Cc1ccc(NC(=O)N2CCN(C(=O)c3ccc(C)s3)CC2)cc1	-18
COc1ccccc1/C=C/CN1CCCC(CNC(=O)c2cccnc2)C1 (stereo unspecified)	1
Cc1cc(C(C)(C)C)cc(C)c1Cn1c(Cl)nc2c1c(=O)n(C)c(=O)n2C	-10
CC(C)C1CN(C(=O)CCn2cnnc2)CCC(=O)N1CC1CC1 (stereo unspecified)	-12
O=C(CC1CSc2nc3[nH]ncc3c(=O)n21)Nc1ccc(Oc2ccccc2)cc1 (stereo unspecified)	-2
CC(=O)OCC(=O)[C@@]1(O)[C@H](OC(C)=O)CC2C3CCC4=CC(=O)C=C[C@]4(C)[C@@]3(F)[C@@H](O)C[C@@]21C (stereo partly specified)	-5
O=C(NC1CC(=O)N(C2Cc3ccccc3C2)C1)c1n[nH]c2c1CCCC2 (stereo unspecified)	-11
Cc1nc(C)c(C(C)NC(=O)c2cc3c(cc2O)CCCC3)s1 (stereo unspecified)	-6
Cn1c(=O)c2cc3c(nc2n(C)c1=O)CC(C)(C)CC3=O	-3
CSCC(=O)Nc1nc(-c2cccs2)cs1	-3
CC(=O)c1[nH]c(C)c(C(=O)N2CCOC(c3ccc(F)cc3)C2)c1C (stereo unspecified)	-17
O=[N+]([O-])c1ccc(C=Nc2ccccc2F)o1	-1
CN1CCC(C)(C(=O)Nc2cccc3ccccc23)C1 (stereo unspecified)	-2
COc1ccc2oc(C(=O)NCC3CCCCC3)c(C)c2c1	-8
COc1cccc(CNCC2COc3ccccc3O2)c1OC(F)F (stereo unspecified)	-20
Cc1cccn2c(=O)c3cc(C(=O)N4CC(C)CC(C)C4)n(C)c3nc12 (stereo unspecified)	-3
O=C(Nc1ccc2c(c1)CN(C(=O)c1ccc3c(c1)OCO3)CC2)c1ccccc1Cl	-5
O=C1C(=O)N(CN2CCOCC2)c2ccc(Br)cc21	-3
COC(=O)/C=C/c1cc(O)ccc1O	2
CC(=O)N1CCC(Oc2ccc(Cl)cc2C(=O)NCc2cnc3ccccc3c2)CC1	-8
CN(C)CCCn1cnc2c(=O)oc3ccccc3c21	-3
CC(C)Cn1c(=O)c2c(nc3n2CCCN3c2ccc(F)cc2)n(C)c1=O	-5
CS(=O)(=O)CS(=O)(=O)N1CCOCC1	-11
Cc1cc(C2NC(=O)c3ccncc3N2)ccc1-n1cncn1 (stereo unspecified)	-19
Cc1nnsc1CN(C)CC(=O)NC1CCCCCCC1	-4
Cc1ccc(-n2c(=O)[nH]c3c(C(=O)Nc4cc(C)cc(C)c4)cn(C)c3c2=O)cc1	2
COc1ccc2ccccc2c1CCNC(C)CC(F)(F)F (stereo unspecified)	-20
CN1CCN(C(=O)CCC2CCCN(Cc3cccc4cnccc34)C2)CC1 (stereo unspecified)	-5
CCN(CC1CCCO1)C(=O)c1ccc(C(=O)c2cc[nH]c2)cc1 (stereo unspecified)	-5
CSCCCNC(=O)c1cc(N2CCCC(C)C2)nc2ccccc12 (stereo unspecified)	-6
O=S1(=O)CCN2C(c3ccc(Oc4ccccc4)cc3)=CSC2=N1	48
COCC(=O)N[C@H]1C[C@@H](C(=O)NCc2ccc3c(c2)OCO3)N(C)C1	-3
Cc1c(C(=O)NCc2ccccc2C(F)(F)F)sc(=O)n1CC(=O)c1ccc2c(c1)OCCO2	-3
CN(C)C(C(=O)NC1CCC(n2cnnc2)CC1)c1ccc(F)cc1 (stereo unspecified)	-27
COc1cc(CNC(=O)c2cccnc2SC(F)(F)F)ccc1O	13
Cc1cc(F)ccc1NC(=O)CCC1CCCN(C(=O)c2coc3c2C(=O)CCC3)C1 (stereo unspecified)	-10
CC1c2cccn2CCN1S(=O)(=O)c1ccccc1 (stereo unspecified)	-33
O=C(NCCn1cccc1)Nc1ccccc1OC(F)(F)F	-12
c1ccc(CN(Cc2cnc3nccn3c2)Cc2nccs2)cc1	-23
COc1cc(Cl)cc(CN2CCC(N)(C(=O)O)C2)c1OC (stereo unspecified)	-7
CC1Sc2cc(-c3ccc(Br)cc3)cn2C1=O (stereo unspecified)	-1&30
C=CC[n+]1ccn(-c2nc3ccccc3nc2NS(=O)(=O)c2ccc3c(c2)OCCO3)c1	-7
CCc1ccc(C(O)c2ncc(-c3ccc(C)cc3)[nH]2)cc1 (stereo unspecified)	-3
Cc1cc(C(=O)Nc2cc(C3CCOCC3)[nH]n2)c(C)n1C(C)C	-10

Some of the entries above in a different format:
SMILES: O=S1(=O)CCN2C(c3ccc(Oc4ccccc4)cc3)=CSC2=N1
  mcGAS RapidFire = 48

SMILES: COCC(=O)N[C@H]1C[C@@H](C(=O)NCc2ccc3c(c2)OCO3)N(C)C1
  mcGAS RapidFire = -3

SMILES: Cc1c(C(=O)NCc2ccccc2C(F)(F)F)sc(=O)n1CC(=O)c1ccc2c(c1)OCCO2
  mcGAS RapidFire = -3

SMILES: CN(C)C(C(=O)NC1CCC(n2cnnc2)CC1)c1ccc(F)cc1 (stereo unspecified)
  mcGAS RapidFire = -27

Returning to the listing with the 7 entries that preceded the break.
molecule	mcGAS RapidFire
O=C(NCCn1cccc1)Nc1ccccc1OC(F)(F)F	-12
c1ccc(CN(Cc2cnc3nccn3c2)Cc2nccs2)cc1	-23
COc1cc(Cl)cc(CN2CCC(N)(C(=O)O)C2)c1OC (stereo unspecified)	-7
CC1Sc2cc(-c3ccc(Br)cc3)cn2C1=O (stereo unspecified)	-1&30
C=CC[n+]1ccn(-c2nc3ccccc3nc2NS(=O)(=O)c2ccc3c(c2)OCCO3)c1	-7
CCc1ccc(C(O)c2ncc(-c3ccc(C)cc3)[nH]2)cc1 (stereo unspecified)	-3
Cc1cc(C(=O)Nc2cc(C3CCOCC3)[nH]n2)c(C)n1C(C)C	-10
COCCn1c(=NC(=O)C2=COCCO2)sc2cc(C(=O)OC)ccc21	-8
CN(C)C(CNC(=O)c1ccc(F)cc1Cl)c1ccccc1 (stereo unspecified)	-18
CCC(CNS(=O)(=O)c1ccc(F)cc1Cl)c1ccccc1 (stereo unspecified)	-15
O=C(O)COc1ccc(Cl)cc1CN1CCC2(CCOCC2)CC1	-50
Cc1ccc(S(=O)(=O)N2CCN(c3ccc([N+](=O)[O-])cn3)CC2)c(C)c1	-12
COC(=O)c1sccc1S(=O)(=O)Nc1cc(Cl)ccc1OC	-4
Cc1ccccc1C(=O)NC1(C(F)(F)F)C(=O)Nc2c1c(=O)[nH]c(=O)n2CCc1ccccc1 (stereo unspecified)	-13
O=C(Cc1csc(NC(=O)c2ccsc2)n1)NCCn1nc(-c2ccco2)ccc1=O	-32
CC(C)NC(=O)C(=O)N1CCNCC1	-9
CC(C)Cn1c(CN(C)CC2(c3ccccc3)CC2(C)C)cnc1S(C)(=O)=O (stereo unspecified)	-5
CN1CCC(NC(=S)N(Cc2ccco2)c2ccccc2)CC1	-49
COc1ccc(-c2nn(-c3ccccc3)cc2CN2CCOCC2)c(F)c1	-7
COc1ccc(C2(O)C[N+](Cc3ccc(Br)cc3)=C3CCCCN32)cc1 (stereo unspecified)	20
Cn1c2ccccc2n2c(=N)c3cc4ccccc4nc3c(C#N)c12	-6
COC(=O)c1ccc(-c2noc(CN3CCSCC3)n2)cc1	-10
O=C1OC(c2ccc(O)cc2)(c2ccc(O)cc2)c2ccccc21	2
Clc1ccc(CNc2c3c(nc4nncn24)CCC3)cc1	-7
Cc1cccn2c(CNCc3ccccc3Cl)c(C(=O)N3CCCCC3)nc12	14
CC(=O)Nc1ccc(Cl)c(C(=O)NC(CCn2ccnc2)c2ccccc2)c1 (stereo unspecified)	-10
Cc1ccc2c(c1)[C@H]1OCC[C@H]1[C@@H](c1ccncc1)N2	12
CCOC(=O)NC(O)C(Br)(Br)Br (stereo unspecified)	-38
Cc1ccc(Nc2nnc(C(C)(C)C)c(=O)[nH]2)cc1	-6
Cc1cnc(C)c(N2CCN(Cc3nc(-c4ccc5c(c4)OCO5)no3)CC2)n1	-6&-2
Cc1c(C(=O)N(C)Cc2ccc(F)cc2)sc(=O)n1CCc1ccccc1	-5
CN(C)CCN1CCN(c2cc(-c3ccc(C(C)(C)C)cc3)nc3ccnn23)CC1	-10
Cc1cccc(C(=O)N(C)CC(C)(C)CNC(=O)OC(C)(C)C)n1	-3
Cc1nc(CN(C)C(=O)c2ccc(C)c(NC(=O)C3CCCC3)c2)no1	-17
Nc1ccc2c(c1)C(=O)NCC2	-6
Cc1cc(C)[n+]2n1C(=O)C(c1ccccc1)C2=O (stereo unspecified)	1
CCC(C)N1C(=O)C(Cc2ccccc2)NC12CCN(C(=O)NC(C)(C)C)CC2 (stereo unspecified)	-14
Cn1cccc1C(=S)N=P(N1CCOCC1)(N1CCOCC1)C(C)(C)C	-18
CC(C)CCSc1nnc2[nH]c(=O)cc(N)n12	-22
C=CC[C@@H]1CC=C[C@@H](C)N1C(=O)Cn1cc(C)c(=O)[nH]c1=O	-7
Cc1nn(Cc2ccccc2Cl)c(C)c1C(=O)NN1CCCCC1	-13
N#Cc1cccnc1NCC1CCN(Cc2ccccc2)CC1	19
CCCc1cc(NCC2(N(C)C)CCSC2)nc(C)n1 (stereo unspecified)	-4
CCc1nc(C(C#N)C(=O)/C=C/c2ccc(NC(C)=O)cc2)sc1C (stereo unspecified)	-5
Cc1cccc(N2CCC(N3C[C@H]4C[C@H](O)[C@H](O)C[C@H]4C3)CC2)c1C	-23
COc1cc(C(=O)Nc2cc(C3CC3)nn2-c2nc(C)cc(=O)[nH]2)cc(OC)c1OC	0
OCCSc1nc2c3ccccc3ncn2n1	-1
Cc1ccc(S(=O)(=O)NC(C)(C)C)c(Cl)c1	-27
N#CCCn1ccc(NC(=O)C(=O)NC(c2ccccc2)C2CCC2)n1 (stereo unspecified)	0
COC(=O)CC1C(=O)NCCN1C(=O)C(C)Oc1ccc(Br)cc1 (stereo unspecified)	-5
CCCCN(CC)Cc1csc(C)c1CC	3
COCCNC(=O)CCc1c(-c2ccccc2)nc2ccc(-c3ccccc3Cl)cn12	0
Cc1cc(C)c2ccc(C(=O)N3CCCC(O)(CO)C3)nc2c1O (stereo unspecified)	-4
Cc1ccc2oc(C(=O)NC(C)C3CC4CCC3C4)cc(=O)c2c1 (stereo unspecified)	7
Cc1ccc(CN2C(=O)COCc3cc(-c4cnn(C)c4)ccc32)cc1	-10
O=C(c1nc2ccccn2c1CNCCc1ccccc1F)N1CCOCC1	3
COc1cc(C=NNC2=NCCCCC2)cc(OC)c1OC	28
Cc1cccc2[nH]c(CN(C)[C@H]3CN(S(=O)(=O)c4ccccc4)C[C@@H]3O)nc12	5
C=CCN(C)C(=O)CCSCc1ccc(F)cc1	-19
CCNC(=O)NC(=O)COC(=O)CN(CC)c1ccccc1	-3
O=C(NCC1CCOCC1)C1=COC2=NC(=O)N(Cc3ccccc3)CCN12	-10
Fc1ccccc1Cc1noc(CN2CCCN(c3ncccn3)CC2)n1	-8
O=C(C1CCCCC1)N1CC[C@@H](N2CCN(CCc3ccccc3)CC2)[C@H](O)C1	-8
CSc1cccc(CN(C(=O)c2cnccn2)C(C)C)c1	5
Cc1nc(CN(C)Cc2csc(-c3ccccc3)n2)co1	-20
CCCc1cnc(C)nc1N1CCC2(CCCO2)CC1	-6
O=c1[nH]cnc2c1sc1ncccc12	36

The listing continues.
molecule	mcGAS RapidFire
Cc1ccc(NC2=CC(=O)c3sc(C)nc3C2=O)cc1	-10
CC(C)(C)OC(=O)N1CCC(c2ccc(C(F)(F)F)cc2)C(O)C1 (stereo unspecified)	-9
CC1CCCN(C2c3ccccc3-c3ccccc32)C1 (stereo unspecified)	1
CCCCNC(C)c1nc2ccc(Cl)cc2c(=O)n1CC (stereo unspecified)	-9
COc1ccc(N2C(=O)CN(CCc3cccs3)C3CS(=O)(=O)CC32)cc1 (stereo unspecified)	-5
N#CC1C(=O)NC(=O)C([n+]2ccccc2)C1c1ccc(Cl)cc1 (stereo unspecified)	-3
CCSc1ncc(-c2nccn2-c2cccc(NC(C)=O)c2)cn1	-6
N#CC(c1ccccc1)c1cn2cc(Br)ccc2n1 (stereo unspecified)	50
O=C(CC1(C(F)(F)C(F)F)NCCN1)c1cccs1	-2
Cc1cc(NC(=O)CSc2nnc(NCC(F)(F)F)s2)no1	-3
COc1ccc2[nH]c(CN3CCCC(OCc4ccccn4)C3)c(C)c2c1 (stereo unspecified)	-19
CCOC(=O)c1c(NC(=O)c2ccco2)sc(C(=O)Nc2cccc(C(F)(F)F)c2)c1C	1

An excerpt; rates above refer to the full screens.
